# Pf growth 48h: inhibits P. falciparum growth in the first generation, 48 h | hit rate 5.9% among 310,000 | Potency, µM (doses to about 28.7 µM), inactives show at the highest dose activity change, negative = inhibition, actives largely listed as inhibitors | P. falciparum luciferase growth in erythrocytes, 48 h; further: potency means the concentration at half of the fitted maximal effect; on the % scale 0 is the no-effect control and ±100 the full control effect
#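 Luminescence readout; reporter = integrated firefly luciferase in P. falciparum. RBC culture at 2% hematocrit, 0.1% parasitemia final, 37 C/5% CO2; decreased signal taken as growth inhibition.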
# Shiga toxin inh: inhibitors of Shiga toxin in Vero cells; inhibition, % at 38.7 µM; Vero cells, Shiga toxin protein synthesis inhibition reporter; AID 2315; hit rate 9.2% among 290,000; in the data active means inhibition mostly above about 28%, no sharp cut-off; inactive means mostly below about 43%; further: 0% is about no effect
# LmPK inh: inhibitors of Leishmania mexicana pyruvate kinase; AID 1721; purified LmPK, Kinase-Glo ATP luminescence, 1 h; Q27686; Potency, µM (titrated, usually from 57.5 µM), without a hit: at the highest dose activity change, negative = inhibition, hits mostly inhibitors; hit rate 0.37% among 290,000; further: potency means the concentration at half of the fitted maximal effect; on the % scale 0 is the no-effect control and ±100 the full control effect
# Target sequence (Q27686 whole entry, looked up): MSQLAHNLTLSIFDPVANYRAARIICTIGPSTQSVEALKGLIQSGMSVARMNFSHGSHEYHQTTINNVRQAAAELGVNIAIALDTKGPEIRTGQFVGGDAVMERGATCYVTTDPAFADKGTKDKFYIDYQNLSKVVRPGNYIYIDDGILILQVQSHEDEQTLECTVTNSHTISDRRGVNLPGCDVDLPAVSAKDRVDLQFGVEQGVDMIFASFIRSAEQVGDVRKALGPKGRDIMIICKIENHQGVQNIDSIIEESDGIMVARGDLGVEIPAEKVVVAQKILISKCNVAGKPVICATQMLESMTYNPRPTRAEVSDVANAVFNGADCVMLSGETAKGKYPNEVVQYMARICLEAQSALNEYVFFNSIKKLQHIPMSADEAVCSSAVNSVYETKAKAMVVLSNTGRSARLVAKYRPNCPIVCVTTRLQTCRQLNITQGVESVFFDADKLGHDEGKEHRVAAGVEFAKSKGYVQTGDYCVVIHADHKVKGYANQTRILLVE
#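 Screened at intermediate enzyme activity to detect both inhibitors and activators: LmPK at 0.1 nM, with a 0.5 nM enzyme column as activation reference. PEP 0.5 mM, ADP 0.1 mM; ATP detected by luminescence after 1 h.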
# HCV inhibitor: blocks hepatitis C virus. Huh7.5.1 HCVcc-Cre infection, luciferase reporter, 44 h. Potency, µM (highest dose often 41.8 µM), without a hit: top-dose activity change, negative = inhibition, hits mostly inhibitors. hit rate 3.4% among 340,000; further: potency means the concentration at half of the fitted maximal effect; on the % scale 0 is the no-effect control and ±100 the full control effect
#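 1,000 cells/well; 4 h culture; + compound; + HCVcc-Cre (~0.5 moi); 44 h; luciferase substrate, RT 15 min; read 15 sec.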
# Tb PYK inh: blocks Trypanosoma brucei pyruvate kinase | Potency, µM (series often up to 76.8 µM), for the others: at the top dose activity, negative = inhibition, usual class: inhibitors | hit rate 0.12% among 410,000 | TbPYK enzyme, Kinase-Glo Plus ATP luminescence, 45 min; further: potency means the concentration at half of the fitted maximal effect; on the % scale 0 is the no-effect control and ±100 the full control effect; nearly all actives have a fitted effect of over 50% in size
#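 Luminescent Kinase-Glo Plus end-point after 45 min room-temperature reaction of T. brucei pyruvate kinase started with 130 uM ADP (final). Buffer TEA 50 mM pH 7.2 with KCl, MgCl2, BSA, Tween-20; titration-based qHTS with fitted concentration-effect curves.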
# Pf growth 96h: P. falciparum growth inhibition at 96 hours | AID 504834 | Potency, µM (highest dose often 28.7 µM), without a hit: top-dose activity change, negative = inhibition, most hits filed as inhibitors | P. falciparum luciferase reporter growth, 96 h | hit rate 6.9% among 320,000; further: potency means the concentration at half of the fitted maximal effect; on the % scale 0 is the no-effect control and ±100 the full control effect
#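 96 h incubation, 37 C, 5% CO2, of luciferase-reporter P. falciparum-infected RBCs (2% hematocrit, 0.05% parasitemia final) with test compounds; endpoint luminescence.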
# CHX counter: counter-screen for Shiga toxin inhibitors: cycloheximide protein synthesis inhibition. cell reporter, cycloheximide protein synthesis inhibition counterscreen. max response, %. hit rate 12% among 300,000. AID 2314; in the data active means max response mostly above about 13%, no sharp cut-off; inactive means mostly below about 14%; further: read at 38.3 µM for the half of the compounds with a filed dose; 0% is about no effect
# * hit, by the source's call; ? = inconclusive; . = no result given; & = joins results of further samples; [ ] = dose if it differs, or a comment. Unless noted, the call rests on the fitted dose curve; in most records, active means well fitted curve in the direction sought with a large enough effect; inconclusive means small, poorly fitted or top-dose-only effect, or another doubt; inactive means no such curve, though single readings can be large; an effect the other way counts as inactive or inconclusive.
SMILES,Pf growth 48h,Shiga toxin inh,LmPK inh,HCV inhibitor,Tb PYK inh,Pf growth 96h,CHX counter
C=C(C)CNc1cc(S(=O)(=O)N2CCOCC2)ccc1Oc1ccccc1,?,.,.,-5%,2%,?,.
Cc1nc2cc(C(=O)OCC(=O)N(CC(C)C)C3CCS(=O)(=O)C3)ccc2n1-c1ccccc1 (configuration not stated),-14%,-8,5%,?,5%,?,-4
CCn1c(SC)nnc1-c1c[nH]c2ccccc12,.,38,-1%,1%,1%,-3%,21
CCOc1cc(C(=S)N2CCOCC2)ccc1OC(=O)/C=C/c1ccc(OC)c(OC)c1,20%,4,1%,-4%,-2%,17%,-1
COc1ccc(/C=C/C(=O)NC(=S)Nc2ccc(N3CCN(C(C)=O)CC3)cc2)cc1,-3%,-3,8%,6%,-11%,?,-8
O=C(c1cc(Cl)c(=O)n(Cc2ccc(Cl)cc2)c1)N1CCOCC1,-17%,-5,1%,3%,-4%,23%,-2
Cc1c(Br)c([N+](=O)[O-])nn1CC(=O)NCCc1c[nH]c2ccccc12,-24%,-9,-9%,-20%,2%,9%,2
O=C(c1cc([N+](=O)[O-])ccc1N1CCCCC1)N1CCCCC1,-9%,-12,2%,.,-4%,66%[activator],1
COc1ccc(C2C(C#N)=C(N)OC3=C2C(=O)CC(C)(C)C3)cc1OC (configuration not stated),0%,-5,3%,-2%,-8%,?,0
O=C1CC(c2cccc(Cl)c2)Cc2nc(N3CCN(c4ccccc4)CC3)ncc21 (configuration not stated),10%,1,2%,11%,-6%,12%,-3
CCCn1c(N)c(N(CCOC)C(=O)c2ccc([N+](=O)[O-])c(C)c2)c(=O)[nH]c1=O,20%,-2,1%,16%,2%,67%[activator],5
Cc1nn(C)c(Cl)c1/C=N/OC(=O)c1ccccc1,-1%,-1,-8%,9%,-5%,26%,16*
CCN1CCN(c2ccc(NC(=O)c3ccc(C#N)cc3F)cc2Cl)CC1,?,29,-5%,-17%,-1%,-50%,20
Cc1nccc2[nH]c(=O)c(C(=O)NC3CCCCC3C)cc12 (configuration not stated),?,22,-9%,12%,-7%,3.3µM*,1
COc1cc(C2C(C#N)=C(N)Oc3cc(C)oc(=O)c32)cc2c1OCO2 (configuration not stated),-13%,-12,15%,16%,1%,14%,-2
O=C(N/N=C/C=C/c1ccccc1)c1cccnc1,0%,30*,-12%,-3%,3%,0%,-1
CN1CCN(S(=O)(=O)c2cccc(C(=O)Oc3cccc(Br)c3)c2)CC1,-13%,.,.,-2%,3%,33%[activator],.
Cc1ccc(C)n1NC(=O)c1ccc([N+](=O)[O-])cc1,0%,-6,1%,7%,3%,-45%[5.75 µM],-1
COc1ccc(NC(=O)CN(C)C(=O)c2cc(-c3ccco3)nc3ccccc23)cc1,?,.,.,?,-4%,?,.
CCS(=O)(=O)N1Cc2ccccc2CC1C(=O)Nc1ccc(C)cc1 (configuration not stated),18%,49,-5%,0%,.,.,13
CC1(C)C2CC=C(/C=N/NC(=S)NCCc3ccccc3)C1C2 (configuration not stated),?,29,-1%,?,-1%,1.5µM*,17*
CCSc1nc2ccccc2c(=O)n1OCC(=O)OC,-18%,-9,5%,13%,0%,.,-1
CC(c1ccccc1)C1C(C#N)=C(N)OC2=C1C(=O)CCC2 (configuration not stated),-14%,-6,1%,19%,2%,?,7
O=C(NCCc1ccccc1)C(=O)c1c(-c2ccccc2)cc2ccccn12,-18%,-7,5%,5%,60%[activator],?,-3

# Fetched one by one from the list above (seven):
SMILES,Pf growth 48h,Shiga toxin inh,LmPK inh,HCV inhibitor,Tb PYK inh,Pf growth 96h,CHX counter
CCCn1c(N)c(N(CCOC)C(=O)c2ccc([N+](=O)[O-])c(C)c2)c(=O)[nH]c1=O,20%,-2,1%,16%,2%,67%[activator],5
CCOc1cc(C(=S)N2CCOCC2)ccc1OC(=O)/C=C/c1ccc(OC)c(OC)c1,20%,4,1%,-4%,-2%,17%,-1
COc1cc(C2C(C#N)=C(N)Oc3cc(C)oc(=O)c32)cc2c1OCO2 (configuration not stated),-13%,-12,15%,16%,1%,14%,-2
COc1ccc(C2C(C#N)=C(N)OC3=C2C(=O)CC(C)(C)C3)cc1OC (configuration not stated),0%,-5,3%,-2%,-8%,?,0
CC1(C)C2CC=C(/C=N/NC(=S)NCCc3ccccc3)C1C2 (configuration not stated),?,29,-1%,?,-1%,1.5µM*,17*
Cc1c(Br)c([N+](=O)[O-])nn1CC(=O)NCCc1c[nH]c2ccccc12,-24%,-9,-9%,-20%,2%,9%,2
O=C(c1cc([N+](=O)[O-])ccc1N1CCCCC1)N1CCCCC1,-9%,-12,2%,.,-4%,66%[activator],1

# As entered above:
# `Cc1c(Br)c([N+](=O)[O-])nn1CC(=O)NCCc1c[nH]c2ccccc12` in LmPK inh reads -9%
# `COc1cc(C2C(C#N)=C(N)Oc3cc(C)oc(=O)c32)cc2c1OCO2` (configuration not stated) in Pf growth 48h reads -13%
# `CCn1c(SC)nnc1-c1c[nH]c2ccccc12` in LmPK inh reads -1%
# `C=C(C)CNc1cc(S(=O)(=O)N2CCOCC2)ccc1Oc1ccccc1` in HCV inhibitor reads -5%

# Next structures:
SMILES,Pf growth 48h,Shiga toxin inh,LmPK inh,HCV inhibitor,Tb PYK inh,Pf growth 96h,CHX counter
CCn1c(CC(=O)Nc2ccccc2F)nnc1SCC(=O)NC1CCCC1,24%,-3,0%,15%,0%,18%,-3
COC(=O)c1ccc(S(=O)(=O)N2CCCCCC2)cc1,-1%,-3,-1%,-5%,-1%,7%,-1
COCCN(CCOC)C(=O)CC(=O)N(CCOC)CCOC,.,-8,-5%,25%,6%,-17%,-4
CC(/C=C/c1ccco1)=N/NC(=O)c1ccc(C)nc1,-6%,11,1%,12%,-3%,0%,7
CCc1cccc(CC)c1NC(=O)CN1CCc2cc(OC)c(OC)cc2C1,-5%,0,-7%,.,.,-28%,5
CCOc1c(CNc2nnnn2C)cccc1OC,-2%,-5,-1%,21%,2%,-33%[5.75 µM],-2
CCc1csc(CCNC(=O)C2CCC(=O)N(CCc3cccc(F)c3)C2)n1 (configuration not stated),4%,-7,-3%,-4%,-2%,1%,6
Cc1cccc(S(=O)(=O)c2c(N)n(/N=C/c3cccnc3)c3nc4ccccc4nc23)c1,-20%,-26,3%,?,4%,.,-3
CN(C)C(=O)c1cc(C(=O)Cc2ccccc2)c[nH]1,-1%[0.00184 µM],10,1%,11%,1%,32%[activator],8
Clc1cccc(-c2nn3c(Cn4cnc5ccccc54)nnc3s2)c1,13µM*,-20,1%,-30%,-24%,13%,-2
CCc1cc(=O)oc2cc(OC(C)C(=O)NCc3ccccn3)ccc12 (configuration not stated),13%,-4,5%,9%,1%,26%,-7
Cc1ccc(/C=N/NC(=O)Cc2cccn2C)cc1,61%[activator],46*,2%,15%,2%,8%,26*

# Two entries from above, reformatted:
Compound: COC(=O)c1ccc(S(=O)(=O)N2CCCCCC2)cc1
  Pf growth 48h: -1%	Shiga toxin inh: -3	LmPK inh: -1%	HCV inhibitor: -5%	Tb PYK inh: -1%	Pf growth 96h: 7%	CHX counter: -1
Compound: COCCN(CCOC)C(=O)CC(=O)N(CCOC)CCOC
  Pf growth 48h: .	Shiga toxin inh: -8	LmPK inh: -5%	HCV inhibitor: 25%	Tb PYK inh: 6%	Pf growth 96h: -17%	CHX counter: -4

# (list continues)
SMILES,Pf growth 48h,Shiga toxin inh,LmPK inh,HCV inhibitor,Tb PYK inh,Pf growth 96h,CHX counter
O=C(COC(=O)c1ccccc1NCc1ccco1)Nc1ccc2c(c1)OCO2,39%[activator],62*,-1%,-20%,-4%,56%[activator],27*
COc1cccc(/C=C2\Oc3cc(OCC(=O)N4CCC[C@H]4C(=O)O)ccc3C2=O)c1,26%,15,-10%,-10%,-8%,0%,-2
NC(=S)Nc1cccc2cccnc12,7%,15,4%,16%,2%,?,4
CS(=O)(=O)Nc1nc2n(n1)C(c1ccccc1)C=C(c1ccc(Br)cc1)N2 (configuration not stated),-7%,-4,-1%,11%,-13%,-3%,-1
COc1ccc(/C=N/NC(=O)c2cc(C)n(-c3ccccc3)c2C)cc1OC,29%,87*,10%,6%,0%,-20%,25*
CCN1CCN(c2nc3c(C)cccn3c(=O)c2/C=C(\C#N)C(=O)NCCOC)CC1,.,-5,-8%,5%,-3%,-15%,1
Cc1ccc(NC(=O)CSc2nc3nc(C)cc(C)c3c(=O)[nH]2)cc1,28%,-30,1%,3%,0%,2.3µM*,9
CC(C)Oc1cc(C(=O)NC2CCCCC2)c2ccccc2n1,?,-4,-4%,-27%,0%,-10%,-2
CCCNC(=O)C(Cc1ccccc1)NS(=O)(=O)c1ccc2c(c1)c(=O)n(C)c(=O)n2C (configuration not stated),.,-12,-1%,3%,-1%&0%,?,-5
CC(C)(C)C(=O)Oc1ccc(S(=O)(=O)Nc2ccccc2C(=O)NCC(=O)O)cc1,-4%,.,.,.,-10%,13µM*,.
O=C(c1csc2c1CCCCC2)N1CCN(c2ncccn2)CC1,-21%,-4,0%,-13%,3%,?,2
CCCCC1=CC2=CC(=O)C(C)(OC(=O)CC)C(=O)C2=CN1c1ccccc1 (configuration not stated),10µM*,1,-1%[11.5 µM],-1%,-6%,13µM*,-2
Cc1cc(NC(=O)CCN2CCCCC2)ccc1Br,10%,1,0%,-20%,-1%,2.6µM*,-2
O=c1c2oc3ccccc3c2ncn1Cc1ccc(F)cc1,?,13,-2%,-5%,-5%,?,16
CC(C)(C)OC(=O)NCCCC[C@H](NC(=O)c1nc[nH]c1C(=O)NC1CCN(C(=O)OC(C)(C)C)CC1)C(=O)OC(C)(C)C,2.1µM*,-14,-3%,?,1%,2.3µM*,-5
CCC(=O)NC(=S)Nc1ccc(NC(=O)COc2ccc(Cl)c(C)c2)cc1,-26%,-10,-1%,?,11%,?,8
CCCOc1cc(C)c(S(=O)(=O)NCCOC)cc1C,?,-4,3%,?,7%,0%,-1
CCCOc1ccc(NC(=O)C2CC(=O)N3CCCN=C3S2)cc1 (configuration not stated),?,-9,2%,-2%,2%,28%,-2
Cc1ccccc1S(=O)(=O)Cc1ccc(C(=O)NCc2cccnc2)o1,-8%,5,6%,10%,2%,9.3µM*,2
CCn1c(CSc2nncn2-c2ccc(OC)cc2)nc2cc(S(=O)(=O)N(C)C)ccc21,-7%,-5,3%,8%,-11%,?,-2
CCCN(CC(=O)Nc1ccccc1OC)C(=O)c1cc(-c2cccs2)nn1-c1ccccc1,?,.,.,?,0%,?,.
COCCNC(=O)COc1ccc(N(C)S(=O)(=O)c2ccc3ccccc3c2)cc1,.,-8,0%,16%,-6%,?,-5
Cc1ccccc1NC(=O)c1cc(-c2ccccc2)n(CCCN2CCOCC2)c1C,?,-16,-1%,0%,4%,?,-2
O=C(Cc1cccs1)N1CCN(S(=O)(=O)c2ccc(Cl)c(C(F)(F)F)c2)CC1,?,.,.,16%,4%,?,.

# Source: PubChem
